FBW7 act – human FBW7 E3 ligase activation, primary screen. Q969H0. AlphaScreen FBW7–phospho-cyclin E peptide binding, activator screen. normalized activity (activation), % at 26.1 µM. 650,000 tested, 0.13% active; in the data active = normalized activity above about 1.9%;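 note: purified mutant Fbw7 with reduced substrate affinity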
GPR151 activ – activators of human GPR151; 650,000 tested, 1% active; PathHunter beta-arrestin GPR151 cells, luminescence; AID 1508602; activation, % at 11.2 µM; Q8TDV0; in the data active = activation above about 4.9%;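 note: 0% = median of compound wells and 100% = cells with positive control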
Target sequence (Q8TDV0 whole entry, looked up): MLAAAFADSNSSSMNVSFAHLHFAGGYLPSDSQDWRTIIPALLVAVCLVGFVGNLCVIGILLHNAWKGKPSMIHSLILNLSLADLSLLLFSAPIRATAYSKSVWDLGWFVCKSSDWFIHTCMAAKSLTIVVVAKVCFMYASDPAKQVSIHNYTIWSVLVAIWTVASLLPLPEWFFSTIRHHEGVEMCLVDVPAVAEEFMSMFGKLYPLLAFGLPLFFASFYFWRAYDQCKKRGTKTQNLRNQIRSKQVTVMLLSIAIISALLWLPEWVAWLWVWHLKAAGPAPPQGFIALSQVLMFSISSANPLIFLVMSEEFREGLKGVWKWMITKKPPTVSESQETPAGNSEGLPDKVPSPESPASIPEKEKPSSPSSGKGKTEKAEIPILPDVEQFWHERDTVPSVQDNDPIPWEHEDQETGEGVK
TEAD-YAP block – TEAD-YAP interaction inhibition | HEK-TIYL cells, TEAD-Gal4/YAP UAS-luciferase luminescence | inhibition, % at 9.12 µM | 640,000 tested, 1.4% active; in the data active = inhibition above about 32%;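 note: 0% = median of test compound wells and 100% = reference inhibitor wells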
MITF primary – blocks human microphthalmia-associated transcription factor | O75030 | AlphaScreen MITF homodimerization, bead proximity signal | inhibition, % at 2.6 µM | 650,000 tested, 0.91% active | AID 1259374; in the data active = inhibition above about 50%;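 note: 0% = vehicle wells with protein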
Target sequence (O75030 whole entry, looked up): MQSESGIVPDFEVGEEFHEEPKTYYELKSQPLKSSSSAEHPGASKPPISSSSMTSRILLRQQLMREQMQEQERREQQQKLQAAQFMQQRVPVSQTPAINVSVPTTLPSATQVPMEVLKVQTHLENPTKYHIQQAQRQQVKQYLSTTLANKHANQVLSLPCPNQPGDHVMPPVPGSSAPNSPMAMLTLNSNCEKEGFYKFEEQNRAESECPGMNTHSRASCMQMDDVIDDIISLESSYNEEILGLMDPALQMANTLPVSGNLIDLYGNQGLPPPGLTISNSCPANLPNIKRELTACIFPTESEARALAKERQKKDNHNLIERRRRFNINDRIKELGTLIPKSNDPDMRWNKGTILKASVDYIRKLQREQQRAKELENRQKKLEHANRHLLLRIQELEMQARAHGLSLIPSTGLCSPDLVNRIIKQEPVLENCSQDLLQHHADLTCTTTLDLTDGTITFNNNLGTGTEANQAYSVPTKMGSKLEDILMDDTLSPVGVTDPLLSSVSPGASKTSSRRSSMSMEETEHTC
Starred values were filed as active, the others as inactive.

SMILES	FBW7 act	GPR151 activ	TEAD-YAP block	MITF primary
O=C(CSc1cn(Cc2cccc(F)c2)c2ccccc12)Nc1ccc(Br)cc1	-0.1	0.5	11	0
CCCCC1=NN2C(=N)/C(=C/c3cc(Cl)c(OCCOc4ccccc4OC)c(OC)c3)C(=O)N=C2S1	-0.1	-2.4	-16	-8
CCOC(=O)Cc1csc(NC(=O)Cc2ccccc2[N+](=O)[O-])n1	0.2	1.9	-4	15
O=C1C(c2ccc(F)cc2)N(Cc2ccc(Cl)cc2)C(=O)CN1C1CCCC1 (configuration not stated)	0.4	0.6	6	-2
Cc1cc(C(=O)O)cc(S(=O)(=O)N(C)C)c1C	0.3	-2.0	-10	19
Nc1ccc(C(=O)OCCN2C(=O)c3ccc(N)cc3C2=O)cc1	-0.1	1.3	25	1
CC(C(=O)N/N=C\c1c[nH]c2ccccc12)n1cnc2ccccc2c1=O (configuration not stated)	0.0	-0.3	7	8
Cc1ccc(NC(=O)C(Cc2ccccc2)N2C(=O)c3ccccc3C2=O)cc1 (configuration not stated)	0.0	0.4	8	3
CC(=O)c1cccc(-c2nc(NCc3cccnc3)c3ncn(Cc4ccc(C(F)(F)F)cc4)c3n2)c1	0.2	0.9	1	4
O=C(CSc1ccc([N+](=O)[O-])cn1)N1CCN(c2ccccc2)CC1	0.0	1.6	10	2
Cc1noc(/C=C/c2ccccc2F)c1S(=O)(=O)N1CCC(C(=O)N2CCCC2)CC1	-0.2	-0.4	4	21
CCOC(=O)CSc1nc2c(sc(=S)n2-c2ccccc2F)c(=O)n1-c1ccc(F)cc1	0.0	0.3	1	-9
COc1ccccc1NC(=O)CSc1nc2ccccc2n1CC(=O)N1CCCC1	-0.1	1.4	2	-1
O=C(CCS(=O)(=O)Cc1ccccc1)NC1CCCCC1	-0.1	-0.1	7	-6
CCN(CC)S(=O)(=O)c1ccc2[nH]c3nc(SCC(=O)NCc4cccs4)nnc3c2c1	0.1	-1.2	-10	7
CCCCC(=O)NS(=O)(=O)c1ccc(NS(C)(=O)=O)cc1	0.1	-0.7	1	-11
CCCC(CCC)C(=O)Nc1cc(C)nn1-c1nc2c(cnn2-c2ccc(F)cc2)c(=O)[nH]1	0.0	-0.7	6	-10
O=C(C(c1ccccc1)c1ccccc1)N1CCN(CC(O)COc2ccccc2)CC1 (configuration not stated)	-0.2	0.2	-7	-3
CCOc1ccc(S(=O)(=O)NCCC(=O)NNC(=O)c2ccc(F)cc2)cc1	-0.1	0.8	-4	-8
CCn1c(SCC(=O)NN2C(=O)NC(C)(c3ccccc3)C2=O)nnc1-c1ccco1 (configuration not stated)	0.0	2.2	12	10
Cn1nccc1C(=O)NCC1CCC2(CCN(Cc3cccc4ncccc34)CC2)O1 (configuration not stated)	0.0	0.9	7	-1
Cc1ccc(C(=O)COC(=O)c2cc(C)nc3ccccc23)cc1	0.5	-0.7	1	-8
O=C(Nc1ccc(Oc2ccccc2)cc1)C1CCCN1/C=C/C(=O)C(F)(F)F (configuration not stated)	-0.2	2.4	-2	5
Cc1ccc(CN(Cc2ccco2)C(=S)NCC(=O)NCc2ccccc2)cc1	0.0	-1.5	11	10
CCn1c(=O)cc(SCC(=O)Nc2cccc(C(F)(F)F)c2)c2ccccc21	-0.1	0.5	-5	-12
COc1ccc(CCNc2nc(SCC(=O)c3ccc(F)cc3)nc3ccccc23)cc1OC	0.0	-0.5	-9	-5
O=C(CC1(O)C(=O)N(Cc2ccccc2)c2ccccc21)c1ccc(F)cc1 (configuration not stated)	-0.2	0.0	0	-6
CC(=O)Cn1c(=O)c2c(nc3n(C4CCCCC4)c(C)c(C)n23)n(C)c1=O	-0.1	-0.9	0	-13
Nc1c(C(=O)NCc2ccccc2)nnn1-c1ccc2c(c1)OCCO2	-0.2	0.0	-21	-12
O=C(CN1Cc2ccccc2OC(c2ccsc2)C1)N1CCN(c2ncccn2)CC1 (configuration not stated)	0.0	-0.5	-1	14
CN(CCOc1ccccc1)CC(=O)Nc1ccc(C(F)(F)F)cc1	-0.2	-1.4	0	66*
Cc1ccc(-c2n[nH]c(CNC(=O)C3CCCC3)n2)cc1	0.1	2.1	-6	9
CC1CCC(C(C)C)C(OC(=O)COC(=O)c2cnccn2)C1 (configuration not stated)	0.1	0.7	-4	3
Cc1ccnc2nc(C(=O)Nc3sccc3C(N)=O)nn12	-0.6	-2.5	-38	-1
COc1ccccc1/C=C1\N=C(c2ccccc2OC)OC1=O	0.4	-1.4	1	-7
C=CCc1ccc(OCCCNCc2ccco2)c(OC)c1	-0.1	-0.2	-3	38
COc1cccc(CNC(=O)CCNS(=O)(=O)c2ccc(Br)s2)c1	0.1	-0.7	11	-1
CC(C)(C)CC(=O)Nc1sc2c(c1C(=O)O)CCC2	0.4	0.7	4	8
O=C(O)c1ccccc1C(=O)Nc1ccc(-c2csc(-c3ccccc3)n2)cc1	0.1	-1.4	-43	6
O=C1N/C(=N\N=C\c2ccccc2)S/C1=C\c1ccccc1	0.0	-1.3	6	10
Cc1ccc(CN[C@H]2C[C@H]3C(=O)N[C@H](Cc4ccccc4)C(=O)N3C2)cc1C	0.2	2.0	4	12
O=C(Nc1ccc2oc(-c3cccnc3)nc2c1)c1ncoc1-c1cccs1	0.3	1.6	2	11
CCOC(=O)c1ccc(NC(=O)Nc2cccc(C)c2)cc1	-0.1	-2.9	-45	0
CC(C)CCCC(C)C1CCC2C3C[C@@H](O)[C@@]4(O)C[C@@H](O)CC[C@]4(C)C3CC[C@]12C (some centres not stated)	0.0	-1.1	-5	5
O=C(O)CC1(CC(=O)Nc2cccc(Br)c2)CCCC1	0.2	-2.4	-5	6
CCOc1cc(/C=C2/C(=O)NN(c3cccc(C)c3)C2=O)cc(Br)c1O	-0.3	0.7	-6	-7
O=C1N=C(N2CCN(c3ccccc3[N+](=O)[O-])CC2)S/C1=C\c1ccccc1	0.0	-0.2	0	-12
COc1ccc(C(N)C(=O)N2CCN(C(=O)Nc3ccc4[nH]ncc4c3)CC2)cc1 (configuration not stated)	0.3	-0.7	1	16
Cc1ccc(/C=C/C(=O)NC(=O)c2ccccc2O)o1	0.6	-1.8	-20	26
COc1ccccc1CC(=O)Nc1cc(Cl)ccc1C	0.6	-1.4	5	12
COc1ccccc1C1C=C(c2cccnc2)Nc2nnnn21 (configuration not stated)	-0.2	0.2	8	1
COc1ccc(-c2nnc3ccc(SCC(=O)Nc4cccc(F)c4)nn23)cc1OC	0.0	0.2	-3	6
O=C1CC(=O)N(c2ccc(F)c(Cl)c2)N1	0.1	0.6	7	15
CC1=NN2C(=N)/C(=C\c3cc(C)n(-c4ccccc4)c3C)C(=O)N=C2S1	0.2	0.0	-13	-5
CN(C)c1nc(NCc2ccccc2)nc(N/N=C/c2c[nH]c3ccccc23)n1	-0.3	-0.3	3	-6
CCOC(=O)c1cnc2nc(NCc3ccc(OCc4ccccc4)cc3)[nH]n2c1=O	0.3	0.0	-5	0
COCCNC(=O)C(NC(=O)C1CCCCC1)C12CC3CC(CC(C3)C1)C2 (configuration not stated)	0.3	-0.6	10	10
O=C(Nc1ccc2oc(-c3ccc4ccccc4c3)nc2c1)c1cc([N+](=O)[O-])ccc1Br	0.0	0.2	5	-9
CC[C@@H](Cn1nc(-c2cccs2)oc1=O)NC(=O)c1cscn1	-0.2	-0.2	-4	-2
CCOC(=O)C[n+]1c(C)n(CC)c2ccccc21	0.1	1.1	13	0

(listing goes on)
SMILES	FBW7 act	GPR151 activ	TEAD-YAP block	MITF primary
Cc1ccc(-c2[nH]nc3nc(-c4cccc(C(=O)NCCO)c4)ccc23)o1	-0.1	0.1	-57	9
Cc1ccc2nc(NCCOCCO)c(/C=C3\SC(=S)N(C(C)C)C3=O)c(=O)n2c1	0.1	-0.6	-4	12
O=C(CN1C(=O)/C(=C\c2cccc(Cl)c2)Sc2ccccc21)NCc1ccccn1	-0.9	0.2	-7	-7
CC(=O)C(C)Sc1nc2c(c(=O)[nH]c(=O)n2C)n1CC(C)C (configuration not stated)	0.1	-0.6	-23	-20
COc1cc(/C=N/Nc2n[nH]c(=O)[nH]c2=O)ccc1OCC(=O)N1CC(C)OC(C)C1 (configuration not stated)	-0.1	-0.5	0	5
COc1ccc(S(=O)(=O)N(CC(=O)N2CCN(c3ccccc3F)CC2)Cc2ccccc2)cc1	-0.1	0.5	2	-8
O=C(Nc1ccc2c(c1)Cc1ccccc1-2)c1cc(Br)ccc1Cl	-0.3	0.8	50*	14
Cc1cccc(-c2ocnc2C(=O)Nc2ccc(S(=O)(=O)NCc3ccco3)cc2)c1	-0.1	0.3	3	7
Cc1cc2c(n1-c1ccc(C(=O)O)cc1)CCCC2	-0.3	1.5	-7	16
COc1cc(NC(=O)COc2ccc(Cl)c(C)c2)cc(OC)c1	-0.1	0.4	-17	8
O=C(OCc1cc([N+](=O)[O-])cc2c1OCOC2)c1ccc([N+](=O)[O-])o1	0.0	0.0	5	-9
COc1ccc(NCc2nnc(SCC(=O)NC3CCCC3)n2C)cc1	-0.1	0.3	-2	12
CC1CCN(S(=O)(=O)c2cccc(C(=O)NNC(=O)c3cccc([N+](=O)[O-])c3)c2)CC1	0.4	-1.0	-8	-7
CCOc1ccccc1C1CC(=O)NC(SC)=C1C#N (configuration not stated)	0.1	-0.1	-11	15
COc1ccc(-c2cc(C(F)(F)F)n3nc(C(=O)Nc4ccc(C)cc4)cc3n2)cc1OC	-0.1	-0.5	-4	9
Cc1c(C(=O)NCc2ccccn2)sc2ncn(Cc3cccc(F)c3)c(=O)c12	-0.1	-0.4	-15	-2
Cc1ccccc1NC(=O)C(CC(C)C)N1C(=O)c2ccccc2C1=O (configuration not stated)	-0.2	-1.9	2	-6
COCCN1C(=O)c2ccccc2C(C(=O)N2CCCCCC2)C1c1c[nH]c2ccccc12 (configuration not stated)	0.0	-0.1	-12	2
COCCn1c(SCC(=O)N2CCc3ccccc32)nnc1-c1ccc(Cl)cc1	-0.1	1.1	9	1
Cc1cc2c(c(=O)n1CCN(C)C)C(c1ccncc1)C(C#N)=C(N)O2 (configuration not stated)	-0.2	-0.2	7	0
O=c1oc2cc(O)ccc2cc1-c1nnc(Nc2ccccc2Cl)s1	-0.1	0.6	-15	-4
CC(=O)Nc1nc2c(C)cccc2s1	0.0	0.9	-6	-18
CC(C)CCCC(C)C1CCC2C3CC=C4CC(OC(=O)c5cccc(Cl)c5)CCC4(C)C3CCC12C (configuration not stated)	0.1	1.4	-14	0
COc1cc(/C=C2/C(=O)N(c3ccc(C)cc3)N=C2C)c([N+](=O)[O-])cc1OC	-0.1	1.4	-5	9
CCn1c(-c2cccs2)nc2ccccc21	-0.2	0.1	-10	12
CCCC1=C(C(=O)OCC)C(c2cc(OC)ccc2OC)n2c(s/c(=C/c3ccncc3)c2=O)=N1 (configuration not stated)	0.1	-0.6	2	10
CN1CCc2nc(NC(=O)CC3Sc4ccccc4NC3=O)sc2C1 (configuration not stated)	-0.1	2.8	-4	-3
COc1ccc(-c2noc(CN(C)CCOc3ccc(C)cc3)n2)c(OC)c1OC	-0.3	-1.7	3	11
Cc1ccc(C(=O)Nc2ccccc2C#N)cc1C	0.0	-2.5	-65	7
C=CCNC(=S)N1CCN(c2nc(-c3ccccc3)c3c(c2C#N)CCCC3)CC1	0.0	-0.2	1	3
O=[N+]([O-])c1ccc(-c2cn3ccc4ccccc4c3n2)cc1	0.1	-1.0	-5	18
Cc1cc(NC(=S)N(CCCN2CCC(C)CC2)Cc2ccco2)ccc1Cl	-0.2	-1.9	9	2
COc1ccccc1CNC(=O)c1ncoc1-c1ccccc1C(F)(F)F	0.3	-1.1	-3	-2
O=C(Nc1ccccc1)C1CCN(S(=O)(=O)c2ccc(Cl)s2)CC1	0.0	-0.3	3	-5
O=C(COc1ccccc1)Nc1ccccc1N1CCOCC1	-0.1	0.6	-6	1
Fc1cccc(CN2CCN(C3CCC(c4ccccc4)CC3)CC2)c1 (configuration not stated)	-0.2	1.1	3	55*
COc1ccc(C(=O)Oc2ccccc2Cl)cc1	0.4	-0.5	3	-14

By substructure: the entries above with an NH in an aromatic ring (eleven)
SMILES	FBW7 act	GPR151 activ	TEAD-YAP block	MITF primary
CC(C(=O)N/N=C\c1c[nH]c2ccccc12)n1cnc2ccccc2c1=O (configuration not stated)	0.0	-0.3	7	8
CCN(CC)S(=O)(=O)c1ccc2[nH]c3nc(SCC(=O)NCc4cccs4)nnc3c2c1	0.1	-1.2	-10	7
CCCC(CCC)C(=O)Nc1cc(C)nn1-c1nc2c(cnn2-c2ccc(F)cc2)c(=O)[nH]1	0.0	-0.7	6	-10
Cc1ccc(-c2n[nH]c(CNC(=O)C3CCCC3)n2)cc1	0.1	2.1	-6	9
COc1ccc(C(N)C(=O)N2CCN(C(=O)Nc3ccc4[nH]ncc4c3)CC2)cc1 (configuration not stated)	0.3	-0.7	1	16
CN(C)c1nc(NCc2ccccc2)nc(N/N=C/c2c[nH]c3ccccc23)n1	-0.3	-0.3	3	-6
CCOC(=O)c1cnc2nc(NCc3ccc(OCc4ccccc4)cc3)[nH]n2c1=O	0.3	0.0	-5	0
Cc1ccc(-c2[nH]nc3nc(-c4cccc(C(=O)NCCO)c4)ccc23)o1	-0.1	0.1	-57	9
CC(=O)C(C)Sc1nc2c(c(=O)[nH]c(=O)n2C)n1CC(C)C (configuration not stated)	0.1	-0.6	-23	-20
COc1cc(/C=N/Nc2n[nH]c(=O)[nH]c2=O)ccc1OCC(=O)N1CC(C)OC(C)C1 (configuration not stated)	-0.1	-0.5	0	5
COCCN1C(=O)c2ccccc2C(C(=O)N2CCCCCC2)C1c1c[nH]c2ccccc12 (configuration not stated)	0.0	-0.1	-12	2
